# Compound activity as filed in PubChem BioAssay.
# NSD2 HMT inh: NSD2 histone methyltransferase inhibitors, primary screen, biochemical, AlphaScreen, single concentration, set 2. Histone-lysine N-methyltransferase NSD2 (Homo sapiens), O96028. NSD2 peptide methylation, 120 min. inhibition, % at 12.5 µM. 0.54% of 310,000 active. AID 743445, 2014; in the data active = inhibition above about 50%
# Keap1 Nrf2 FP: Keap1-Nrf2 protein-protein interaction inhibitors, primary screen, biochemical, fluorescence polarization, single point | Kelch-like ECH-associated protein 1 (Homo sapiens), Q14145 | Keap1 Kelch-Nrf2 peptide fluorescence polarization, 1536-well | inhibition, % at 9.4 µM | 0.15% of 340,000 active | AID 504523, 2011; in the data active = inhibition above about 12%;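 note: human Keap1 Kelch domain with fluorescein labeled Nrf2 9mer peptide probe; 0% = neutral control wells and 100% = peptide positive control; higher means more block of Keap1 binding to Nrf2 peptide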
# CAL PDZ FP-1: untagged CAL PDZ binding inhibitors, primary screen, biochemical, fluorescence polarization, HTS | inhibition, % at 24.9 µM | Golgi-associated PDZ and coiled-coil motif-containing protein (Homo sapiens), Q9HD26 | purified CAL PDZ, TMR-peptide fluorescence polarization, 1 h | 0.92% of 300,000 active | AID 602252, 2012;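 active = mean inhibition of at least 30% with at least half of replicates also reaching 30%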;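 note: 0% = DMSO neutral control and 100% = excess unlabeled competitor peptide PRC23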
# LANA DNA inh: inhibitors of KSHV C-LANA binding to DNA, primary screen, biochemical, fluorescence polarization, FAM-LBS DNA, MBP-C-LANA, single point; inhibition, % at 9 µM; 0.078% of 340,000 active; Kaposi's sarcoma herpesvirus LANA C-terminal domain (residues 932-1162) DNA binding; AID 504423, 2011;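 active = highest replicate inhibition at or above 60% at 9 µM, even if other replicates fall short; inactive = all replicates below 60% inhibition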;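 note: 0% = neutral control wells and 100% = 4 µM acridine orange control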
# V-ATPase pHluor: regulators of yeast V-ATPase proton pumping, primary screen, pHLuorin cytosolic pH fluorescence; S. cerevisiae; response, % at 10 µM; 0.37% of 350,000 active; in the data active = response mostly above about 7.3%, no sharp cut-off; inactive = mostly below about 5.4%; note: actives read high; inactives centre near 0; some compounds called inactive have numbers as strong as hits
# Arr AP2 block: inhibitors of beta-arrestin/AP2 binding, primary screen, biochemical, GPCR trafficking, flow cytometry; beta-arrestin 1 C-terminal peptide binding to AP2 beta2-adaptin appendage (human); FITC-arrestin peptide / GST-AP2 beads; AP2 beta2 appendage carries R879A mutation; inhibition, % at 10 µM; 0.31% of 340,000 active;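 active = inhibition above a set limit, near 3 SD of compounds lacking own fluorescence, cut at about 54% in these data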;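 note: plate controls were DMSO wells for no effect and 5 µM unlabelled arrestin peptide for full effect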
#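 System: GST-tagged AP2 beta2-adaptin appendage (R879A) on 4 µm glutathione beads / Reagent: FITC-arrestin peptide, 50 nM / Detection: HyperCyt-sampled flow cytometry, FL1 channel, ex 488/em 535 nm / Timing: 12 min plus 1 h, RT / Buffer or medium: PBS plus Tween 20 (0.05%) and BSA (0.1%)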
# CAL PDZ FP-2: CAL PDZ peptide-binding inhibitors, primary screen, biochemical, fluorescence polarization, Cer-tagged CAL PDZ, HTS; Golgi-associated PDZ and coiled-coil motif-containing protein (Homo sapiens), Q9HD26; purified CAL PDZ, TMR-peptide fluorescence polarization, 1 h; inhibition, % at 20 µM; 0.02% of 330,000 active; AID 504414, 2011;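 active = highest replicate inhibition of at least 40%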;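 note: plate controls were DMSO neutral control wells for no effect and unlabeled competitor peptide control wells for full effect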
#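 Test system: purified CerCALP PDZ construct; Compound dosing: one concentration, 20 µM compound; Also added: TMR-labelled reporter peptide T*-PRC34 bound in PDZ groove; Read-out: inhibition from polarization loss; Controls: unlabelled peptide and DMSO controls; Signal: FP readout, S and P plane fluorescence; Incubation: 1 h at RT.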
# DAGLB inh: DAGLB lipase inhibitors, primary screen, biochemical, fluorescence, HTS. 0.059% of 340,000 active. HEK293T DAGLB membrane lysate, EnzChek fluorogenic substrate. inhibition, % at 5.17 µM; in the data active = inhibition above about 34%;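 note: 0% = enzyme with vehicle and 100% = wells lacking enzyme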
# Pemphigus Ab inh: inhibitors of pemphigus antibody binding to DSG3, primary screen, biochemical, bead-based, flow cytometry, scFv-GFP | Desmoglein-3 (Homo sapiens), P32926 | DSG3-coupled beads, scFv-anti-DSG3-GFP binding; hits give low values | binding (percent of control), % at 10 µM | 0.48% of 310,000 active | AID 588358, 2011;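 active = binding more than 3 SD below its plate's average and above zero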;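 note: hits lower antibody fragment binding to DSG3; some compounds called inactive have numbers as strong as hits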
# Target sequence (P32926 whole entry, looked up, the tested form may be a part): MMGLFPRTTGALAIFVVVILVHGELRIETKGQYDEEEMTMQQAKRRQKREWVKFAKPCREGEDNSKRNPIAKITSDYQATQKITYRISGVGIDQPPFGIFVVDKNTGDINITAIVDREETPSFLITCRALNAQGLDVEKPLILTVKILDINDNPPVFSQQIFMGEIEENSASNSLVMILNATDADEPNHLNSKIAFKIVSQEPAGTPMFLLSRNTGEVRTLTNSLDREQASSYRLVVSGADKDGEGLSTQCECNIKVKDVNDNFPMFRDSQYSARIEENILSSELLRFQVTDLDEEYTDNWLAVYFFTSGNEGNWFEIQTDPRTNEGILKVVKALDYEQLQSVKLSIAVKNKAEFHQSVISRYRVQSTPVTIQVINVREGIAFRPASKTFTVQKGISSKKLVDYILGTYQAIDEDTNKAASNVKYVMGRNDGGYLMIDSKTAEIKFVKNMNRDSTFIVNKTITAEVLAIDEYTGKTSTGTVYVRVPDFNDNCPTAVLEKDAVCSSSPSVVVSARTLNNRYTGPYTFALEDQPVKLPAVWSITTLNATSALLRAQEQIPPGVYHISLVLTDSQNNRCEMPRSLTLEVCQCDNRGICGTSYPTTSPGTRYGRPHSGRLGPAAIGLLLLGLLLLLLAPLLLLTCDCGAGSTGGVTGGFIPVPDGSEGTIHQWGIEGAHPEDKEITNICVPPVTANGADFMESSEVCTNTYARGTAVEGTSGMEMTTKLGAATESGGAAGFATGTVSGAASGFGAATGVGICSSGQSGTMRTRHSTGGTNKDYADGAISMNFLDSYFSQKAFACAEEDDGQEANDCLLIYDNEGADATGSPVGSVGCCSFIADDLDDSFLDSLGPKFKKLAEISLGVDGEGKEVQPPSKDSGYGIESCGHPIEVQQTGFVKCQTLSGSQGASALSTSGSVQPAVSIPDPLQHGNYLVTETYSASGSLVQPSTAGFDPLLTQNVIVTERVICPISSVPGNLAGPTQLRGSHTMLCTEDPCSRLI
# RTF Ca sens inh: cardiac RTF calcium sensitivity inhibitors, primary screen, biochemical, IANBD-TnC fluorescence, EC70 calcium; Troponin I, cardiac muscle (Homo sapiens) + Troponin T, cardiac muscle (Homo sapiens) + …; inhibition, % at 7.15 µM; 0.12% of 340,000 active; IANBD-labeled cardiac RTF, Ca2+ fluorescence; AID 493244, 2011;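 active = inhibition above the mean inhibition of all tested compounds plus 3 SD, cut at about 17% in these data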;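 note: assay run at fixed EC70 calcium of 1.6 mM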
# The depositor's hits bear a star; . = not tested or not shown. Some of the compounds tested; the hit share may differ from the screen's.
SMILES,NSD2 HMT inh,Keap1 Nrf2 FP,CAL PDZ FP-1,LANA DNA inh,V-ATPase pHluor,Arr AP2 block,CAL PDZ FP-2,DAGLB inh,Pemphigus Ab inh,RTF Ca sens inh
Cc1ccccc1Nc1ccc(S(=O)(=O)N2CCOCC2)cc1[N+](=O)[O-],31,-5,1,1.5,1,13,-0.6,8,103,-5
CN(C)S(=O)(=O)c1cccc(NC(=O)c2cccc(N3C(=O)CCC3=O)c2)c1,-1,-4,.,1.1,3,-4,0.5,-1,100,2
O=C(CSCc1ccc(F)cc1)Nc1nc2c(s1)CCCC2,0,1,-10,0.7,-2,0,-0.1,-3,101,-7
O=C(Cn1c(-c2ccccc2)noc1=O)Nc1ccc(N2CCCCCC2)cc1,0,-2,-1,-0.7,8,10,0.0,2,100,0
CCOC(=O)C1CCN(C(=O)CCC(=O)NNc2nc3ccccc3c3nc(C)nn23)CC1,-6,-3,0,0.7,1,16,-1.9,-2,98,0
COC(=O)[C@]1(Cc2ccccc2)N[C@H](CN(C)S(=O)(=O)c2ccc(C)cc2)[C@@H]2C(=O)N(Cc3ccccc3)C(=O)[C@@H]21,.,-7,1,0.1,-4,9,-3.0,-3,92,-8
COc1ccc(NC(=O)CSc2nnnn2C2CCCCC2)c(OC)c1,-1,1,-2,0.5,-2,29,-2.6,-2,113,3
CCC(c1nnnn1CCOC)N1CCN(C(=O)c2ccco2)CC1 (stereo not given),.,0,11,3.2,0,10,-0.8,2,100,-5
COc1ccc(OCCCC(=O)OC(C)C(=O)Nc2ccc(NC(C)=O)cc2)cc1 (stereo not given),-1,0,-2,-1.0,0,-32,-2.5,1,116,-7
O=C(c1ccncc1)N1CCN(CCc2ccccc2)CC1,-2,-7,1,0.9,-1,0,-0.2,0,90,-7
O=C(O)CSc1ncnc2sc(-c3ccccc3)cc12,-4,1,2,2.1,-2,-11,-1.0,2,110,-5
O=C1OCCN1C(=O)[C@H]1[C@H](c2ccc(F)cc2)C(c2cccc(Cl)c2)=NN1c1ccccc1,.,-8,0,-0.8,1,10,-0.5,-4,104,-3
CN1CCN(CCCNc2c(C=O)c(=O)[nH]c3ccccc23)CC1,3,-5,-1,-3.2,1,6,0.0,-2,98,-8
CCOC(=O)c1c(NC(=O)COC(=O)CCNS(=O)(=O)c2ccccc2)sc(C(=O)N(C)C)c1C,0,-2,-6,-0.3,0,-6,-2.3,1,104,5
CN1C[C@@H]2[C@@H]3C(=O)N(C)C(=O)[C@@H]3[C@](Cc3ccccc3)(C1=O)N2C(=O)c1ccccc1,.,1,-4,0.8,-3,8,-0.3,-6,101,-16
O=C1N=C(N2CCN(c3ccccc3)CC2)S/C1=C/c1ccco1,8,-3,-4,-2.4,-2,6,-0.3,1,103,-1
COC(=O)c1cc(/C=C/c2ccccc2)[nH]n1,-2,2,-9,1.8,1,-7,-0.5,-1,102,0
CCCNC(=O)Nc1cccc(C(=O)OC)c1,-2,-3,.,-2.2,1,8,-0.3,0,109,-16
COc1ccc(-c2cc(C(=O)NN)n(-c3ccccc3)n2)cc1,3,-3,-2,1.5,0,3,-2.6,-6,87,7
O=C(O)CCSc1nnc(COc2ccc(Cl)cc2)n1-c1ccccc1,4,1,5,1.2,-1,-12,-0.1,3,107,-2
CCN1C(=O)CC(c2ccc(OC(C)C)cc2)C1=O (stereo not given),-2,3,5,2.3,0,-16,-0.6,0,96,-4
Cn1c(=O)c2c(nc(SCC(=O)NC34CC5CC(CC(C5)C3)C4)n2C)n(C)c1=O,-4,2,-3,1.7,-1,3,-1.8,1,.,0
CCCCN(C)CCNC(=O)c1cc(-c2cccnc2)nc2ccc(S(=O)(=O)N3CCC(C)CC3)cc12,1,-4,1,0.0,2,-9,-10,1,49,2
O=C(NCc1ccco1)C1CCN(c2ccc(S(=O)(=O)N3CCOCC3)cc2[N+](=O)[O-])CC1,4,-2,.,-0.4,1,7,0.0,0,98,2

# By substructure: those above containing two or more sulfur atoms.
SMILES,NSD2 HMT inh,Keap1 Nrf2 FP,CAL PDZ FP-1,LANA DNA inh,V-ATPase pHluor,Arr AP2 block,CAL PDZ FP-2,DAGLB inh,Pemphigus Ab inh,RTF Ca sens inh
O=C(CSCc1ccc(F)cc1)Nc1nc2c(s1)CCCC2,0,1,-10,0.7,-2,0,-0.1,-3,101,-7
O=C(O)CSc1ncnc2sc(-c3ccccc3)cc12,-4,1,2,2.1,-2,-11,-1.0,2,110,-5
CCOC(=O)c1c(NC(=O)COC(=O)CCNS(=O)(=O)c2ccccc2)sc(C(=O)N(C)C)c1C,0,-2,-6,-0.3,0,-6,-2.3,1,104,5

# (next part)
SMILES,NSD2 HMT inh,Keap1 Nrf2 FP,CAL PDZ FP-1,LANA DNA inh,V-ATPase pHluor,Arr AP2 block,CAL PDZ FP-2,DAGLB inh,Pemphigus Ab inh,RTF Ca sens inh
CCN(CC)S(=O)(=O)c1cc(C)ccc1NC(=S)Nc1cccnc1,2,-8,.,-0.4,3,3,-1.1,2,109,2
c1ccc(C2=Nc3c(ccc4ccccc34)C(c3ccncc3)=NN2)cc1,1,-2,-3,-2.0,6,6,-0.4,6,87,-5
Cc1cc(C(=O)CSc2n[nH]c(N)n2)c(C)n1C1CC1,2,-9,-1,-0.7,5,1,-1.4,3,99,2
O=C1C=C(c2cccc(O)c2)CCC1,.,-2,-2,0.1,4,14,0.0,0,104,1
C=C1C(C(=O)N2CCOCC2)C1C(=O)N1CCOCC1 (stereo not given),0,-3,-2,0.8,3,11,-1.7,3,108,1
Clc1ccc(CSc2nnc(-c3ccncc3)o2)c(Cl)c1,1,-2,0,-0.6,-1,1,-1.0,-4,95,-5
Cc1ccc(NC(=S)NNC(=S)NCc2ccccc2)cc1,-3,2,-5,-0.4,0,9,-1.4,7,96,-3
CC(=O)c1ccc(OCC(=O)N(CCC2=CCCCC2)c2c(N)n(Cc3ccccc3)c(=O)[nH]c2=O)cc1,-8,-10,24,-1.1,2,-2,-1.0,19,103,-28
COc1cc(OC)c(C(=O)OCC(=O)Nc2cc(C)on2)cc1OC,-2,-4,-6,0.1,1,5,-0.1,-2,104,0
Cc1ccc2c(c1)NC(=O)C(CC(=O)NCCCN1CCCC1=O)O2 (stereo not given),.,-3,1,0.5,0,5,0.1,-1,110,7
CCCOc1ccc(-c2nnn(CC(=O)OCC)n2)cc1,-3,3,-5,0.6,-3,6,-0.2,0,100,0
COc1cccc(NC(=O)COc2ccc(C)cc2)c1,-3,-3,4,-0.3,2,-4,-0.7,-22,104,-4
Cc1nn2c(N3CCOCC3)cc(C(C)(C)C)nc2c1-c1ccc(Cl)cc1,-6,-9,-5,0.7,5,9,-2.7,2,93,-3
Cc1nc(NC(C)c2ccccc2)c2oc3ccccc3c2n1 (stereo not given),-1,5,-1,0.2,2,18,0.1,-6,100,2
O=C1C=C(Nc2cccnc2)c2ccccc2C1=O,99*,-3,-2,-1.8,0,11,-0.4,1,95,-7
O=C(NCC(c1ccco1)N1CCCC1)c1cccc(S(=O)(=O)N2CCOCC2)c1 (stereo not given),1,-2,.,-0.5,-5,40,0.6,2,100,-9
COc1ccc(N)cc1-n1c(C)ccc1C,2,-1,3,2.1,3,15,0.0,3,82,-12
Cc1cc(C)nc(-n2nc(C)c(C3(O)C(=O)Nc4ccc(F)cc43)c2N)n1 (stereo not given),-2,-6,13,2.0,-4,11,.,0,.,-2
Cc1ccc(C(=O)N(CC(C)C)c2nc3ccccc3s2)o1,10,-5,-2,0.3,7,10,-1.8,-14,102,-4
CC(=O)NC(CCS(C)(=O)=O)C(=O)Nc1cccc(C(C)=O)c1 (stereo not given),-3,0,-1,2.0,-1,3,-1.4,2,120,-10
CS(=O)(=O)N(CCc1ccccc1)CC(=O)NCC1CCCO1 (stereo not given),-1,0,-5,-0.6,-3,-4,0.6,0,101,1
COCCN1C(=O)c2oc3ccccc3c(=O)c2C1c1cccc(O)c1 (stereo not given),.,-5,-1,2.7,0,-4,-0.8,0,108,-5
O=C(CSCc1ccc(Cl)cc1)NCCSCc1ccco1,-1,-4,-6,1.7,0,20,0.0,-3,95,0
CCN1C(=O)NC(c2ccccc2)C1=O (stereo not given),.,4,-3,-3.8,5,-2,0.1,3,90,8
O=C(NCc1ccncc1)c1nc(-c2ccc(C(F)(F)F)cc2)no1,1,4,-6,0.7,1,5,-2.3,-2,85,10
Cc1c(C(C)(C)C)c(C=S)n2ccccc12,9,-7,1,3.1,5,3,-0.7,1,93,-2
O=C1NC(c2ccccn2)Nc2sc3c(c21)CCC3 (stereo not given),8,-4,-1,1.7,1,-5,-1.4,1,101,-7
COc1ccc(CN2C(=O)c3cccnc3C2Nc2ccc(C)cc2)cc1 (stereo not given),7,-2,1,0.8,3,28,-1.0,1,101,9
CC(C)C(=O)NC(c1ccco1)c1ccc2cccnc2c1O (stereo not given),2,4,-3,-1.1,1,1,-1.2,6,99,3
Fc1ccc(NC(=S)N/N=C/c2ccc(F)c(F)c2)c(F)c1,1,-1,-3,0.5,4,31,-1.0,-7,96,-2
COC(=O)CCC(=O)Nc1ccc2oc3c(c2c1)CCCC3,4,-2,-6,-0.3,-2,-21,2.4,0,88,-3
O=C(NC(=S)N1CCN(Cc2ccc3c(c2)OCO3)CC1)c1cccc(Br)c1,3,0,.,-0.4,0,8,-1.2,-2,118,-5
Cc1ccc(S(=O)(=O)NCc2nc3ccccc3[nH]2)cc1,.,2,.,-1.0,-4,6,-0.4,-4,102,-2
CCCCCCOC(=O)Sc1nc2ccccc2o1,-1,-5,-6,1.6,6,0,-2.0,7,99,4
CC1Cc2ccccc2N1S(=O)(=O)c1cccc(C(=O)NCc2ccco2)c1 (stereo not given),-1,-5,-2,1.5,6,6,-1.4,2,124,-3
FC(F)Oc1ccc(NC(=S)Nc2ccc3cn[nH]c3c2)cc1,0,1,-2,-0.3,-4,37,-1.6,1,87,1
O=c1nc(Nc2ccc(OCc3ccccc3)cc2)sc2ncccc12,-1,0,-1,2.7,-2,31,-2.3,-1,99,-5
